High-throughput results from PubChem BioAssay.
PGE2 EP2 inh = inhibitors of human EP2 prostaglandin E2 receptor; P43116; C6 glioma cells expressing human EP2, cAMP TR-FRET; cells stimulated with saturating PGE2; inhibition, % at 25 µM; actives 0.52% (n = 260,000);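 active means percent inhibition above 40 after rounding to a whole number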;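 further: rat C6 glioma host cells with rolipram phosphodiesterase inhibitor present; the protocol text gives 20 µM as final concentration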
Target sequence (P43116 whole entry, looked up): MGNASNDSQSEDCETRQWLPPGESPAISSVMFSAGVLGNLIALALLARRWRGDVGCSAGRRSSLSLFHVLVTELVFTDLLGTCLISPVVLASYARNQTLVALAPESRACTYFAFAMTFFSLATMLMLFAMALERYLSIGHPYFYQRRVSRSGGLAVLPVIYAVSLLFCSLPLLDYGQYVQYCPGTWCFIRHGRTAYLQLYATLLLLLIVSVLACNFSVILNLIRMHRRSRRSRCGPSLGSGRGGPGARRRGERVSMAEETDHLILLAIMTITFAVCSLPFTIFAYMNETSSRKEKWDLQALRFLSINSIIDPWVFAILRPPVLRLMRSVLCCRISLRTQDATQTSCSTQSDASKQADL
NPY-Y1 PAM-ag = potentiates or activates human NPY-Y1 receptor; P25929; NPY-Y1 expressing cells, potentiator/agonist activation; activation, % at 3.6 µM; actives 0.37% (n = 220,000); AID 1304; in the data active means activation above about 33%, passing the limit was not always enough;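 further: cells stimulated with NPY at EC10 then isoproterenol at EC100; 0% = low agonist plus stimulus and 100% = saturating agonist plus stimulus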
Target sequence (P25929 whole entry, looked up): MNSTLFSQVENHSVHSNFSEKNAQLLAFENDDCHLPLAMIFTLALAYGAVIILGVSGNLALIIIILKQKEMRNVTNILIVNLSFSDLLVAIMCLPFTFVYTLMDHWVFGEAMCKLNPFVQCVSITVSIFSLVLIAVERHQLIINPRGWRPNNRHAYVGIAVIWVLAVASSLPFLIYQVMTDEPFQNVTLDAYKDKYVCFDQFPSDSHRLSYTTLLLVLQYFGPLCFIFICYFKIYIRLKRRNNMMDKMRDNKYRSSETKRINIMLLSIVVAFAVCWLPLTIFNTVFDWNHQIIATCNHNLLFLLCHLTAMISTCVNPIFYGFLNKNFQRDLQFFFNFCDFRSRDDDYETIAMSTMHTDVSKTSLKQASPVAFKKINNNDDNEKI
eIF4E 4G PPI = eIF4E/eIF4G interaction inhibition in translation initiation; P63073+Q04637; TR-FRET eIF4E-eIF4GI(517-606) binding, 2 h; inhibition, % at 21.7 µM; actives 0.37% (n = 220,000); AID 782;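 active means inhibition above about 30%, limit read from the data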;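 further: 0% = full FRET control wells and 100% = background wells lacking eIF4GI fragment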
S1P4 ag = activates the human S1P4 receptor; O95977; S1P4-expressing cell line, agonist reporter assay; activation, % at 4.98 µM; actives 0.35% (n = 220,000); AID 1509; in the data active means activation above about 11%;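 further: 0% = DMSO vehicle and 100% = reference agonist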
EP2 mod = modulators of human EP2 prostaglandin E2 receptor; induction, % at 25 µM; actives 0.83% (n = 260,000); EP2-expressing cells, cAMP HTRF FRET, PGE2 co-stimulation; P43116; AID 940;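 active means compounds whose cAMP rise, as percent of the full-agonist control response, exceeds 60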;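 further: rat C6 glioma line stably carrying human EP2 under a CMV promoter; the protocol text gives 20 µM as final concentration; 100% = response of wells given 1 µM PGE2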
p97 ATPase inh = human p97 ATPase inhibition | P55072 | recombinant p97 ATPase, Kinase-Glo ATP luminescence, 3 h | inhibition, % at 8 µM | actives 0.42% (n = 220,000); in the data active means inhibition above about 15%;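 further: 0% = DMSO vehicle and 100% = wells lacking enzyme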
S1P4 antag = antagonists of human S1P4 receptor | O95977 | S1P4-expressing cells, antagonist mode, reporter read-out | inhibition, % at 4.98 µM | actives 0.26% (n = 220,000); in the data active means inhibition above about 29%;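 further: 0% = wells stimulated with agonist and 100% = vehicle wells without agonist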
NPY-Y1 antag = NPY-Y1 (human) receptor antagonism | P25929 | HEK293-CNG Y1 cells, membrane potential fluorescence; NPY at EC95, then isoproterenol | inhibition, % at 3.6 µM | actives 1% (n = 200,000) | AID 1040;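 active means inhibition above the campaign mean inhibition of all tested compounds plus 3 SD, cut at about 20% in these data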;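 further: 0% = DMSO wells given NPY plus isoproterenol and 100% = isoproterenol alone without NPY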
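Material: Y1- and CNG-channel-expressing HEK293 cells / Probe or stimulus: NPY 25 nM then isoproterenol 1 µM plus Ro 20-1724 25 µM / Doses: 3.6 µM single dose, DMSO 0.4% / Schedule: compound incubation 1 h at room temperature, readout 45 min post-stimulation / Signal: membrane potential fluorescence / Benchmarks: isoproterenol-only wells as full block versus NPY-plus-isoproterenol wells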
NPY-Y2 PAM-ag = potentiates or activates human NPY-Y2 receptor | P49146 | cells expressing NPY-Y2, potentiator/agonist read-out | activation, % at 3.6 µM | actives 0.45% (n = 220,000) | AID 1359; in the data active means activation above about 27%;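 further: cells stimulated with NPY near EC25 plus isoproterenol at EC100; 0% = vehicle plus submaximal agonist and 100% = vehicle plus saturating agonist; some results beyond the cut were filed as inactive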
Numbers without * were called inactive; nt = no result given; & = joins results of further samples; [ ] = remark or other dose. These rows are one share of the data; rates above refer to the full screens.

Below each compound – PGE2 EP2 inh	NPY-Y1 PAM-ag	eIF4E 4G PPI	S1P4 ag	EP2 mod	p97 ATPase inh	S1P4 antag	NPY-Y1 antag	NPY-Y2 PAM-ag
CC1(C)CC(=O)/C(=C(/O)Cc2ccccc2)C(=NCCc2ccccc2)C1
  0	-16	1	-0.8	16	2	-5	2	3
CCOC(=O)CNC(=O)CSc1nnc(Cn2cnc3ccccc32)n1C
  9&9	4	-6	1.7	11&2	4	-1	-2	-5
CC(Sc1nc2cc(Cl)ccc2s1)C(=O)Nc1cccc(S(=O)(=O)N2CCOCC2)c1 (configuration not stated)
  4	-14	1[fluorescence artefact?]	-1.0	-40	8	-5	-1	-8
CSc1nc(Cl)cc(Nc2ccccc2N)n1
  19	8	4	1.3	-18	4	8	3	5
O=S(=O)(NC1CC1)c1ccc(S(=O)(=O)N(Cc2ccccn2)C2CC2)cc1
  9&6	-37	1	0.4	-63&-38	-3	4	nt	-14
Cc1cc(C)cc(N(CC(=O)N2CCOCC2)S(=O)(=O)c2ccccc2)c1
  14	-18	1[fluorescence artefact?]	1.0	29	0	-7	-3	4
CC(=O)NC(Cc1c[nH]c2ccccc12)C(=O)O (configuration not stated)
  10	-18	2	0.8	-10	2	3	2	-33
CCOC(=O)c1c(-c2cccc(C)c2)csc1NC(=O)c1c(-c2ccccc2)noc1C
  11	-12	-29	0.7	34	3	-22	6	0
N/C(CN1CCSCC1)=N\OCc1c(F)cccc1Cl
  18	6	0	-0.9	0	7	18	nt	-10
Cn1cc(Cl)c(C(=O)Nc2nc3ccc(Cl)cc3s2)n1
  5	16	-23[fluorescence artefact?]	-0.6	-35	1	-16	-4	9
Cc1cccc(NC(=O)/C(C#N)=C/c2cn(CC(=O)NCc3ccco3)c3ccccc23)c1C
  11	11	0[fluorescence artefact?]	4.0	-15	-3	0	0	-9
COc1ccc(CNC(=O)c2ccc(NS(=O)(=O)c3c(C)noc3C)cc2)cc1
  14	-15	1	-2.3	20	0	0	13	4
CCc1ccc(NC(=O)c2cc3c(C)nc4ccccc4c3o2)cc1
  6	-6	9	1.2	-49	-5	-11	1	-19
CCOC(=O)NC(=O)/C(C#N)=N\Nc1cccc(Cl)c1
  6	29	-4	0.7	-4	0	5	nt	13
Cc1ccc(COC(=O)c2ccc3c(c2)C(=O)N(CCCN2CCOCC2)C3=O)cc1
  2	8	2	-0.3	-26	8	-15	-2	2

Just S1P4 antag (two entries from above):
Molecule,S1P4 antag
CC(=O)NC(Cc1c[nH]c2ccccc12)C(=O)O (configuration not stated),3
CC(Sc1nc2cc(Cl)ccc2s1)C(=O)Nc1cccc(S(=O)(=O)N2CCOCC2)c1 (configuration not stated),-5

Following part:
Below each compound – PGE2 EP2 inh	NPY-Y1 PAM-ag	eIF4E 4G PPI	S1P4 ag	EP2 mod	p97 ATPase inh	S1P4 antag	NPY-Y1 antag	NPY-Y2 PAM-ag
COc1ccc(OC)c(C2=NOC(C(=O)Nc3cccc(C(C)=O)c3)C2)c1 (configuration not stated)
  6	4	8	2.5	-10	3	-10	1	0
COC(=O)c1ccc(CSc2nc3c(c(=O)n2-c2ccc(C)cc2)SCC3)o1
  5	1	0	-0.6	12	-2	-8	5	-10
CC(C)NC(=O)CN1CCN(Cc2nc(-c3cccs3)no2)CC1
  5	1	0	-1.0	5	3	-4	9	5
CCO[C@H]1OC(C(=O)NC2CC2)=C[C@@H](C2CC2)[C@@H]1CCCO
  -2	8	3	-1.2	4	3	4	3	1
CN1C(=O)NC(NS(=O)(=O)c2ccc(N)cc2)(C(F)(F)F)C1=O (configuration not stated)
  5	-16	-4	1.3	11	2	7	2	-10
Cc1ccc(S(=O)(=O)C(C#N)=C2N(C)c3ccccc3N2C)cc1
  10	1	-5	-1.8	-21	4	-2	-1	-7
O=C1c2cccc(O)c2C(=O)c2c(O)cccc21
  13&8	17	-1	3.1	31&-15	7	0	4	4
CCc1cc(C(=O)OC)c(NC(=O)CC2SC(N)=NC2=O)s1 (configuration not stated)
  7&5	3	1	0.9	-33&-12	-5	-10	-2	6
Cc1csc2nc(CCNS(=O)(=O)c3ccc4c(c3)OCCO4)cn12
  8	-10	-10	2.9	-35	-4	-16	0	-14
Cc1[nH]c2ccccc2c1C(=O)COC(=O)CCS(=O)(=O)c1ccccc1Cl
  11	-7	2	0.1	-89	27*	-29	-3	19
Cc1cnc(NC(=O)CSc2nnc(Cc3ccccc3)o2)s1
  7	11	1	3.0	20	-6	-24	3	10
C(#Cc1ccccc1)C[N+]1(CC#Cc2ccccc2)CCCCC1
  11	-15	1	-0.5	-45	-1	-7	10	3
CC(OC(=O)c1ccncc1)C(=O)Nc1cc(S(=O)(=O)N2CCCCC2)ccc1Cl (configuration not stated)
  0	-13	5[fluorescence artefact?]	-1.4	19	1	-5	-4	4
CC(C)c1ccc(Nc2nnc(SCC(=O)c3nnc(-c4ccccc4)o3)s2)cc1
  6	-6	18	0.6	32	5	-4	-1	-1
CCOc1ccccc1NS(=O)(=O)c1cn(C)nc1C
  -2	-1	5	-0.4	-25	2	-3	7	6
CCCCCCn1c(Br)nc2c1c(=O)n(C)c(=O)n2C
  4	5	1	0.1	5	3	-10	4	-14
C/C=C/C=N/Nc1nc(C)cc(=O)[nH]1
  0	-1	2	0.3	15	7	-4	-3	4
CCn1c(O)c(N=NC(=O)Cn2ccc(C(F)(F)F)n2)c2ccccc21
  6	1	5	-1.1	14	-2	-9	1	1
CCCN(CC1CC1)C(=O)COC(=O)c1[nH]c(C)c(C(=O)OCC)c1C
  6	0	-9	1.4	-18	-1	-6	13	7
CC(=O)Nc1ccc(S(=O)(=O)N2CCN(Cc3nc4sc(C)c(C)c4c(=O)[nH]3)CC2)cc1
  12	31	-14	1.8	5	4	-10	nt	14
CC1CC(C)CN(CC(=O)Nc2ccc(S(N)(=O)=O)cc2)C1 (configuration not stated)
  12	-18	4	-1.3	15	-2	1	0	0
CC(=O)C1=C(C)NC(=S)NC1c1cc([N+](=O)[O-])ccc1O (configuration not stated)
  11	21	-2	-0.3	20	6	1	nt	-28
COc1cc(C2c3[nH]c4ccccc4c3CCN2Cc2cn(C)nc2C)ccc1F (configuration not stated)
  9	13	-2	3.0	30	0	-15	1	-29
CCOc1ccc(C(CC(=O)O)NC(=O)COc2ccccc2)cc1 (configuration not stated)
  20	-17	2	-2.0	40	-2	8	7	-24
COc1ccccc1/C=N/NC(=O)CC(=O)Nc1ccc(Cl)c(Cl)c1
  3	-23	-2[fluorescence artefact?]	-1.6	-11	2	-10	5	0
Cc1ccccc1C(=O)c1cccn1CC(=O)NCc1ccco1
  10	11	-10	0.2	18	-3	0	3	-16
COc1ccc(OCCCSc2ncccn2)cc1
  2	-6	-4	0.9	8	-2	3	0	0
COC1(OC)C(=N/O)/C(=N\O)CCC1O (configuration not stated)
  6	7	8	0.4	10	3	4	1	-2
COc1ccc(C(=O)NCC(=O)OCc2cccc(Br)c2)cc1
  11	-8	-2	-1.6	-12	-6	0	9	-25
CCOC(=O)NC(=S)Nc1ccc(OC)cc1
  7	0	4	0.2	4	4	-2	5	4
Cc1ccc(NC(=S)NCC2CCCO2)cc1 (configuration not stated)
  7	-18	nt	-2.3	5	2	4	5	8
O=C(OCC(=O)N1CCN(C(=O)c2ccco2)CC1)c1ccccc1
  10	13	-1	0.9	1	2	-2	8	16
COc1cc2c(cc1OC)CN(CC(=O)Nc1ccc3c(c1)OC(F)(F)O3)CC2
  nt	-16	11[fluorescence artefact?]	0.3	-16	4	-2	12	-21
COc1cc(S(=O)(=O)N2CCN(c3ccccc3F)CC2)ccc1Cl
  8	7	-3	0.6	-4	1	-14	-2	17
Cn1ncc2c(N3CCOCC3)ncnc21
  18&5	1	2[fluorescence artefact?]	-0.9	5&-2	0	-11	-3	5
O=C(NCCCN1CCOCC1)c1cc(-c2ccc3c(c2)OCO3)nc2ccccc12
  8	-12	1[fluorescence artefact?]	-0.4	-9	-4	-4	0	-9
C/C(=C\c1ccccc1)C(=O)NCCCn1ccnc1
  12	4	3	1.9	23	2	-10	-2	-3
COc1ccc(NS(=O)(=O)c2cccc(C(=O)N/N=C/c3ccc4c(c3)OCCO4)c2)cc1
  8	-5	0	-0.9	-21	1	-1	-2	-2
Cc1nn(Cc2c(Cl)cccc2Cl)c(C)c1NC(=O)Cn1nc([N+](=O)[O-])c(Cl)c1C
  10	-15	2	1.7	-28	5	2	-2	5
COc1ccc(CCNC(=O)CN2C(=O)c3cccc4cccc(c34)C2=O)cc1OC
  4	16	1	1.1	2	0	-3	0	10
O=C(Nc1nccs1)C1CCCN1S(=O)(=O)c1cccc2cccnc12 (configuration not stated)
  14	17	4[fluorescence artefact?]	1.2	-7	7	-7	5	6
Cn1cnnc1SCc1ccccc1[N+](=O)[O-]
  4	22	-8	0.9	4	7	-3	nt	8
CCOc1ccc(CCNC(=O)CCn2cccc2)cc1OCC
  18	-3	7	0.5	12	-1	-28	1	2
O=C(CSCc1c(F)cccc1Cl)NCc1ccncc1
  13	-7	3	-0.6	-20	5	-3	0	16
O=C(COC(=O)/C=C/c1cn(-c2ccccc2)nc1-c1cccnc1)Nc1ccc(Cl)cc1Cl
  11	-15	7[fluorescence artefact?]	-1.8	0	1	-7	8	2
CC(C)c1[nH]c(=O)c(C#N)c2c1COC(C)(C)C2
  7	-2	2	-1.3	5	-2	4	0	-19
O=C1NC2(CCCCC2)C(=O)N1Cc1ccc([N+](=O)[O-])cc1
  9	-4	2	1.0	6	6	-16	6	5
Cc1ccc(C)c(NCc2n[nH]c(=S)n2-c2ccccc2)c1
  9	19	0	-0.6	42	2	-15	-3	4
Cc1cc(O)c2c(c1)C(O)(C1OC(CO)C(O)C(O)C1O)c1cccc(O)c1C2=O (configuration not stated)
  6	0	6	0.3	24	5	-5	-4	5
CCCn1nc2cc(C(=O)NCc3ccccc3)ccc2c1OCC
  2	12	6	1.8	14	3	4	-2	-17
O=C(Cn1c(C(F)(F)F)nc2ccccc21)N=Nc1c(O)[nH]c2ccc(Br)cc12
  2	17	-2	2.1	-20	0	-13	-4	10
Cc1ccc(NC(=O)CN(C)CC(=O)Nc2cccc(F)c2)cc1[N+](=O)[O-]
  9	-20	1	1.9	-54	-2	9	-4	17
Cc1sc(NC(=S)NC(=O)c2cccs2)nc1-c1ccc(CC(C)C)cc1
  8	-10	1	-1.0	19	2	-7	-2	0
CCCCC(=O)Nc1ccc(NC(=O)c2cnccn2)cn1
  5	0	1	-0.8	3	-2	-4	3	-2
O=c1cc(NCCO)c2ccccc2o1
  20	-2	1	0.3	6	4	-9	3	-10
COC(=O)C1=C(C)N(C(C)c2ccccc2)C(=O)/C1=C\c1ccco1 (configuration not stated)
  8	8	2	-0.3	48	3	2	13	-4
COc1ccc(-c2nc3ccccc3s2)cc1
  3	9	-1	0.1	-44	-4	-2	-4	16
C=CCSc1ncccc1C(=O)NCc1ccc(C)cc1
  6	-5	5	0.2	7	-2	-12	7	-3
CCc1nnc(NC(=O)CN2CCN(c3cccc(OC)c3)CC2)s1
  7	-35	-2	-0.2	29	-3	-2	2	-5
NNC(=O)CNC(=O)CNS(=O)(=O)c1ccccc1
  8	16	-1	1.5	-6	8	0	0	-5
